# Assay outcomes deposited in PubChem BioAssay by several laboratories.
# SRC1 inh: human NCOA1 inhibition | Q15788 | inhibition, % at 3.6 µM | HEK293 GAL4-SRC1 luciferase reporter, luminescence | 360,000 compounds, 0.12% hits;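 active = inhibition above the campaign mean plus 3 SD, with each screening campaign given its own cutoff, cut at about 60% in these data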;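 note: 0% = DMSO treated cells and 100% = gossypol at 36 µM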
# TLR9-MyD88 inh: blocks human TLR9 binding to MyD88. Q9NR96+Q99836. AID 504734. 340,000 compounds, 0.21% hits. CHO BLA complementation TLR9-MyD88, CCF4 FRET ratio. inhibition, % at 4.98 µM;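 active = inhibition above the mean over all tested compounds plus 3 SD, cut at about 21% in these data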;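 note: 0% = DMSO only wells and 100% = clavulanate BLA inhibitor control wells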
# Target sequence (Q99836 whole entry, looked up): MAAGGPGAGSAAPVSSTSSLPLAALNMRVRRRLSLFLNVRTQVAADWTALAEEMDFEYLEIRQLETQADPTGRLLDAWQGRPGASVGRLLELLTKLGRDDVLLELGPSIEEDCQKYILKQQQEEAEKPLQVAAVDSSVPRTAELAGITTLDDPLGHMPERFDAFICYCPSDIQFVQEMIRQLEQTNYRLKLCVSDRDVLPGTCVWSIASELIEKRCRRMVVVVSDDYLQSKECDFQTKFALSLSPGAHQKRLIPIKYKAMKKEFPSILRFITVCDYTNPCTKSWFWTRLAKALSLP
# Target sequence (Q9NR96 whole entry, looked up): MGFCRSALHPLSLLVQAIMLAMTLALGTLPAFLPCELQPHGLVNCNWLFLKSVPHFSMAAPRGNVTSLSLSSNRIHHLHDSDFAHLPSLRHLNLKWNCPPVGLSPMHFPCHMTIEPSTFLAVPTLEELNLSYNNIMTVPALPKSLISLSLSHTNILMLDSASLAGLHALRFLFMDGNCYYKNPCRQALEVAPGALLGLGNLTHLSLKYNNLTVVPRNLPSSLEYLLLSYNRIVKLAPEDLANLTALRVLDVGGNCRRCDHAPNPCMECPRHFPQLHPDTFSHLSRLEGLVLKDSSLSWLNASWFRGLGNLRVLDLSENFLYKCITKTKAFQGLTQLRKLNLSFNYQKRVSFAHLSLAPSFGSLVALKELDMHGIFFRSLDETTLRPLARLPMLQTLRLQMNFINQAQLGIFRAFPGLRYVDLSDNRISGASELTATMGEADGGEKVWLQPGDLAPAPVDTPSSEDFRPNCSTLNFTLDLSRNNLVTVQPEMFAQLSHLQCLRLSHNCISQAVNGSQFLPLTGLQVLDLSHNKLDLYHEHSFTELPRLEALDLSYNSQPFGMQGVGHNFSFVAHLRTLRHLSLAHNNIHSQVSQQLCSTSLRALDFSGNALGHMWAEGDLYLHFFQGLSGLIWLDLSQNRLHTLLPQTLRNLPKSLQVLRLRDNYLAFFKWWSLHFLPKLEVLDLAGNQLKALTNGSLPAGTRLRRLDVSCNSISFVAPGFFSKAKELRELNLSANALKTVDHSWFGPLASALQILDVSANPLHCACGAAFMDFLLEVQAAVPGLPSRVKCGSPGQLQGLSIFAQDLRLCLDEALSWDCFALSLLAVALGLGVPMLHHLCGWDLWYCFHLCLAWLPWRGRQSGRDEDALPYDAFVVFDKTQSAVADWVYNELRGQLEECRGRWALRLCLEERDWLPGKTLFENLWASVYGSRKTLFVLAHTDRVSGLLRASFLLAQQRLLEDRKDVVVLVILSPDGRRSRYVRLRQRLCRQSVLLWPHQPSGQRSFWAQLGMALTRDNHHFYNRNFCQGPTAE
# NR2F2 inh: inhibitors of human COUP-TFII (NR2F2) | inhibition, % at 8.6 µM | 370,000 compounds, 0.7% hits | HEK293T NGFI-A luciferase reporter, luminescence | P24468;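 active = inhibition above a per-plate cutoff, mean inhibition of test wells between control levels plus 3 SD, cut at about 38% in these data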;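 note: cells cotransfected with COUP-TFII expression vector driving the NGFI-A reporter; 0% = median of COUP-TF2 test wells and 100% = reporter-only cells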
# EBV LMP1 NFkB: inhibitors of Epstein-Barr LMP1-induced NF-kappaB reporter. LMP1-induced NF-kappaB luciferase reporter cells, luminescence. inhibition, % at 12.5 µM. 350,000 compounds, 0.69% hits; in the data active = inhibition above about 41%;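 note: 0% = neutral control wells and 100% = reference inhibitor control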
# NOD2 RIPK2 PPI: NOD2-RIPK2 protein interaction inhibition | inhibition, % at 4.98 µM | CHO BLA complementation NOD2-RIPK2, CCF4 ratio | 360,000 compounds, 0.38% hits | O43353; in the data active = inhibition above about 21%;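 note: 0% = vehicle only and 100% = reference blocker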
# NCOA3 inh: inhibitors of human steroid receptor coactivator 3 (SRC3); inhibition, % at 3.6 µM; HEK293 GAL4-SRC3 luciferase reporter, luminescence; 360,000 compounds, 0.17% hits;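 active = inhibition above a per-campaign cutoff, the mean of all compounds plus 3 SD, cut at about 60% in these data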;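 note: 0% = DMSO-treated cells and 100% = gossypol-treated cells at 36 µM; higher means less SRC3-driven luciferase light from the GAL4 reporter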
# LRH-1 inv ag: suppresses constitutive activity of human LRH-1; inhibition, % at 3.6 µM; 360,000 compounds, 0.13% hits; HEK293T StAR-luciferase reporter, LRH-1 transfected, 24 h; AID 602396; O00482;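 active = inhibition above the mean inhibition of all tested compounds plus 3 SD, cut at about 73% in these data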;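 note: 0% = DMSO wells and 100% = reporter-only cells lacking LRH-1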
# TROY NFkB inh: inhibitors of TROY-dependent NF-kB signaling; 360,000 compounds, 0.98% hits; Q293 LMP1-TROYcd NF-kB luciferase reporter, 4 h; inhibition, % at 10 µM;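 active = compounds whose plate-normalised and pattern-corrected inhibition of the luciferase reporter signal at the single screening dose is 50% or more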
# NCOA2 inhibitor: human SRC2 (NCOA2) inhibition; inhibition, % at 9 µM; Q15596; HEK293 GAL4-SRC2 luciferase reporter, luminescence; 370,000 compounds, 0.17% hits;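 active = inhibition above the mean inhibition of all tested compounds plus 3 SD, set per campaign, cut at about 52% in these data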;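 note: 0% = DMSO treated cells and 100% = cells given Gossypol at 36 µM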
# TWEAK-Fn14 inh: blocks TWEAK-Fn14 interaction in a reporter cell assay; TWEAK-stimulated Fn14 reporter cells, luciferase luminescence, 8 h; inhibition, % at 10 µM; 360,000 compounds, 2% hits; AID 1159606; in the data active = inhibition above about 50%
# C8 TRAIL sens: caspase-8 TRAIL sensitization; inhibition (viability loss, TRAIL sensitization), % at 10 µM; NB7+C8 cells + TRAIL, ATPlite viability luminescence; AID 624354; 360,000 compounds, 1% hits;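 active = compounds causing at least 50% loss of cell viability in the single-dose screen, relative to plate controls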
# Numbers without * were called inactive; . = not tested or not shown. These rows are one share of the data, so the mix of outcomes need not match the whole.
SMILES,SRC1 inh,TLR9-MyD88 inh,NR2F2 inh,EBV LMP1 NFkB,NOD2 RIPK2 PPI,NCOA3 inh,LRH-1 inv ag,TROY NFkB inh,NCOA2 inhibitor,TWEAK-Fn14 inh,C8 TRAIL sens
Cc1cc(C)n(CC(=O)NN)n1,-10,1,5,-2,-2,16,-9,20,-2,-1,0
Cc1cc(C(=O)OCC(=O)N(C)c2ccccc2)ccc1[N+](=O)[O-],-4,-8,-3,0,2,15,9,-9,-1,-12,3
COc1cc(OC)c(C2SCCS2)c(OC)c1,2,3,-12,-1,-5,2,-16,-13,-21,-10,-8
Nc1ccc(N=Nc2ccccc2)c2ccccc12,1,-3,-33,9,-1,-8,22,-14,-6,-5,-5
CC(C)C(=O)O/N=C(\N)c1ccc(Oc2ccc(Cl)cc2)c([N+](=O)[O-])c1,-13,4,19,-18,9,-45,20,-32,-1,-28,-2
CCn1c(SCC(=O)c2ccc(O)c(O)c2)nnc1-c1ccccc1,3,-2,-4,-1,-9,3,13,-77,-7,-72,5
Cc1cccc(OCC(=O)NNC(=O)CSc2ncc(C#N)c(N)n2)c1,4,5,9,-6,1,-2,13,5,1,4,-3
O=C(Nc1cccc(-c2cnc3ccccc3n2)c1)c1ccccc1,2,4,-19,8,0,-1,-17,-11,-6,-5,18
CC1(C)CC(=O)C(C(c2ccncc2)C2C(=O)CC(C)(C)CC2=O)C(=O)C1,6,-1,8,-2,-3,14,-16,10,1,11,-12
COc1cc(N2CN=c3s/c(=C\c4ccccn4)c(=O)n3C2)cc(OC)c1OC,-27,-5,8,6,6,6,-5,3,0,6,-5
CSc1ccc(NC(=O)C2(C)CCN2C(=O)c2sccc2C)cc1 (centres undefined),-91,.,5,.,6,-3,6,-7,0,-1,5
COc1ccc(NC(=O)NNC(=O)COc2ccc3cc(Br)ccc3c2)cc1OC,1,-1,-10,-2,-7,-18,-4,-10,-8,9,-5
CCc1nc2c(OCc3cc(Cl)cc(Cl)c3)cccn2c1N(C=O)Cc1ccc(OC)cc1,-16,.,5,.,-1,-6,0,9,10,14,4
COc1ccc(S(=O)(=O)N2CCCCC2)cc1NC(=O)C1COc2ccccc2O1 (centres undefined),-10,-4,-16,4,8,3,-6,24,12,25,25
Cc1cccc(C(C)C)c1NC(=O)COC(=O)CCC(=O)N(CC(C)C)c1c(N)n(CC(C)C)c(=O)[nH]c1=O,4,-8,0,1,-7,0,-8,-10,-26,9,-13
CCOc1ccc(Br)cc1C(=O)N/N=C/c1cccc(C)n1,-3,-12,-14,12,-5,-16,16,-8,-10,11,-6
COc1ccc2cnnc(SCC(=O)Nc3ccccc3)c2c1OC,-3,8,-2,15,-2,7,13,-45,0,-5,-5
Cc1c(CN2CCC(Oc3ccc(C(=O)N4CCCCC4)cc3)CC2)cnn1C,-10,-4,8,-2,-8,-3,15,13,-10,-9,3
CC1=C(C(=O)Nc2cccc(C(=O)N3CCC(C(N)=O)CC3)c2)SCCO1,3,-16,-3,4,-3,-9,-13,1,-13,-9,-14
Cc1ccc(C)c(S(=O)(=O)N2CCN(C(=O)CCC(=O)c3cc(C)sc3C)CC2)c1,-10,4,23,8,5,7,-7,16,-10,3,-12
COc1ccccc1NC(=O)COc1ccc(C(=O)OCC(=O)NC(C)(C)C)cc1OC,-2,-2,22,2,-4,-9,2,33,5,26,8
CCNC(=S)N(Cc1ccccc1)Cc1nc2ccccc2c(=O)[nH]1,-15,1,3,-3,-4,4,-4,8,2,3,-3
COc1ccc(Cl)cc1N1C(=O)C2CCCN2C1c1cccc(F)c1 (centres undefined),-7,0,2,-13,-8,1,-9,6,-9,14,-1
CC1CN(CCOc2ccccc2-c2ccccc2)CC(C)O1 (centres undefined),-1,0,12,8,-9,-3,19,-5,31,1,4
Cc1ccc(S(=O)(=O)CC(=O)c2cc3cccc(C)c3oc2=O)cc1,17,-14,-3,6,-9,21,1,14,1,-1,-2
Cc1cc(/C=C(\C#N)C(=O)NCc2ccco2)c(C)n1-c1ccc(C(=O)O)cc1,11,2,11,1,-8,14,10,-16,12,2,-3
Cc1ccc(S(=O)(=O)N2CCC(C(=O)OC(C)C(=O)NCc3ccccc3)CC2)cc1C (centres undefined),-2,-2,1,-3,3,12,17,-4,13,11,1
O=C(Nc1cccc(-c2nc3cccnc3s2)c1)c1ccc(Cl)nc1,-41,-2,-4,-19,-5,-5,-10,-27,-46,0,6
CCCNC(=S)N1CCN(C)CC1,-1,-5,-5,6,-8,14,14,23,8,0,-2
CC(=O)N1c2ccc(S(=O)(=O)NCC3CCC(C(=O)Nc4cccc(C)n4)CC3)cc2CC1C (centres undefined),27,-8,56*,22,-9,48,37,22,14,59*,22
Cc1ccc(S(=O)(=O)Nc2c(C)nn(C)c2C)cc1C,5,-7,19,2,-3,20,7,15,14,2,6
CCc1cc2c(=O)nc3n(c2s1)Cc1ccccc1/C3=C(/O)c1cccc([N+](=O)[O-])c1,3,14,.,-6,0,11,12,-24,.,37,-8
Cc1ccc(C(=O)n2cnnc2N)cc1C,-16,6,-8,25,-1,11,-8,45,-14,15,0
O=S(=O)(NCc1ccco1)c1cnc(Cl)c(Cl)c1,-1,5,5,-10,-5,1,-20,-12,0,0,1
CCOC(=O)[C@]12CCCC=C1N(CCc1ccc(OC)c(OC)c1)C(=O)[C@H](CC(=O)NCCc1ccccc1OC)C2,.,.,10,.,-1,.,-38,.,-23,.,-23
N#CC(CO)(Cc1ccc(OC(F)F)cc1)c1nc2ccccc2[nH]1 (centres undefined),-11,9,-25,4,-36,2,-29,-42,-35,-17,-4
CCOCCCNC(=O)C1CCC(CNS(=O)(=O)c2ccc(F)cc2)CC1 (centres undefined),4,1,-18,0,-10,1,6,13,25,4,9
Cc1ccccc1NC(=O)NNC(=O)COc1ccc2ccccc2c1,-1,3,-27,-1,4,-16,14,-1,-19,-3,1
C[C@H]1CN([C@@H](C)CO)C(=O)c2cc(Br)cnc2O[C@H]1CN(C)S(=O)(=O)c1cccs1,-44,1,-1,-1,-2,12,17,4,-33,-3,18
COc1ccc(C)cc1NC(=O)NC1CCCCCCC1,-10,-1,-5,-3,7,-25,-41,-11,14,-4,13
CCN(CC)CCNC(=O)C12CC3CC(CC(C3)C1)C2,11,-7,-1,-5,1,-16,12,7,7,-11,5
CNC(=O)C(=O)NCCN1CCN(C(=O)c2ccc([N+](=O)[O-])cc2)CC1,-9,-1,5,-4,2,2,1,-8,13,-2,-7
C[C@@H](C(=O)Nc1nccs1)N1C(=O)C2CC=CCC2C1=O (some centres undefined),9,-3,-2,-5,-8,-3,5,-3,-18,25,-15
COc1ccc2nc(SCC(=O)NCc3ccc(F)cc3)[nH]c2c1,-34,-3,-21,3,-6,-15,-13,-3,6,21,8
CC1(C(=O)N2CCN(c3ccccc3)CC2)CC1(Cl)Cl (centres undefined),6,0,-10,7,11,14,-7,-19,2,-7,2
CSc1nc(N)nc(N(C)C)n1,-12,-1,-2,16,-5,21,3,-6,-21,-5,16
Nc1ccc(-c2cn3cccnc3n2)cc1,-18,-5,-7,-9,-8,-25,-52,-16,-6,0,-1
O=S(=O)(Nc1ccc2c(c1)nc1n2CCN(Cc2ccccc2)C1)c1ccccc1,-7,-7,13,3,6,15,21,6,-2,0,-10
Cc1ccc(C)c(OCCCN2CCCC2)c1,9,-3,-14,10,4,0,-10,4,3,-1,4
O=c1cc(NC2CCCCCC2)[nH]c(=O)[nH]1,-10,1,-25,-2,2,14,5,6,-2,2,-1
# Later entries
SMILES,SRC1 inh,TLR9-MyD88 inh,NR2F2 inh,EBV LMP1 NFkB,NOD2 RIPK2 PPI,NCOA3 inh,LRH-1 inv ag,TROY NFkB inh,NCOA2 inhibitor,TWEAK-Fn14 inh,C8 TRAIL sens
COC(=O)c1cn(-c2ccc(Cl)cc2)c(=O)c2ccccc12,-11,-4,-5,-5,1,8,11,5,2,-5,8
O=C(CSc1nnc2ccc(-c3ccccn3)nn12)Nc1ccccc1,-8,-3,3,-1,0,-6,-11,-11,-53,7,-13
Cc1cc(/C=N/NC(=O)C(=O)N2CCCC2)c(C)n1-c1cccc(Br)c1,-9,5,-12,19,0,-12,-35,-18,1,-12,-3
CN(CC(=O)NCc1ccc2c(c1)OCO2)S(=O)(=O)c1ccc(F)cc1,-2,-1,-1,-5,-9,15,-5,-21,-42,8,-3
Cc1ccc(CCCOC(=O)C[N+]2(C)CCCCC2)cc1,-17,0,6,3,-17,8,-2,17,-14,16,-1
CCOC(=O)C[C@H]1c2ccc(C(F)(F)F)cc2S(=O)(=O)N1C(C)C,-11,4,-10,31,-3,16,-6,-7,3,-5,20
CC(C)(C)c1csc(NC(=O)c2cccs2)n1,-78,-21,-26,-21,2,-64,-53,-55,-36,14,20
O=C(NCc1ccccn1)Nc1ccccc1,-37,10,-23,-24,-6,-24,-14,-34,-18,-3,-10
COc1c(C)cc(C(O)c2ncc(-c3ccc4ccccc4c3)[nH]2)cc1C (centres undefined),6,.,-4,.,-8,7,6,25,-8,1,-10
Cc1ccc(C)n1-c1ccc(C(=O)NCc2ccncc2)cc1,3,4,6,-26,1,13,8,7,9,4,4
CCOC(=O)c1c(C=O)c2sc(C)cc2n1C,-9,3,3,-3,-4,-8,9,-41,13,-11,16
Cc1ccc(C)c(NC(=O)c2ccccc2NC(=O)C2CCCO2)c1 (centres undefined),0,-3,-8,2,1,13,8,-9,-10,-2,-2
O=C(COC(=O)c1ccc(Cl)s1)c1ccc[nH]1,-11,-4,-6,0,10,7,8,-66,-3,-6,-7
C=C(C)CNC(=S)N/N=C(\C)c1ccc(OC)cc1,-5,1,2,-4,0,0,-15,3,-21,-11,12
CN(Cc1cccc(F)c1)C(=O)c1cc(=O)[nH]c2ccccc12,8,0,-3,-7,-7,-16,23,-9,-3,42,-1
CCOc1ccccc1CN1CCNC(=O)C1CC(=O)N(C)CCc1cnn(C)c1 (centres undefined),-3,2,3,-3,-14,15,4,-1,-9,8,-3
COc1ccccc1OCCNC(=O)C1CCCCC1,-44,0,-21,6,-2,14,-5,4,2,31,6
Nc1ccn([C@@H]2O[C@H](C(=O)NCCc3ccc(F)cc3)[C@@H](O)[C@H]2O)c(=O)n1,5,.,5,.,-4,10,-7,1,7,6,-14
COc1ccc(C2=NS(=O)(=O)N(C)C(C(=O)Nc3cc(C)ccc3O)=C2)cc1OC,2,-1,15,5,2,-8,30,24,-6,41,-14
COc1cccc(Oc2cnc(N)nc2-c2ccc(OC)cc2O)c1,-7,-10,-7,33,-1,6,22,17,-1,28,11
Cc1cccc(NC(=S)N2CCC(c3nc4ccccc4s3)CC2)c1,-7,-1,2,14,-7,7,-12,14,10,4,-2
CCCCNc1ccc2c(c1)C1CC2CCN1C(=O)OCc1ccccc1 (centres undefined),-95,4,-13,-54,3,-84,-104,-39,-52,-35,16
CCNc1cccc2c1C(=O)N(C)C2=O,-12,8,2,5,19,23,2,1,0,-1,8
